# Screening data from PubChem BioAssay.
# GAA850 FXN act – FXN promoter activators, primary screen, cell-based, luciferase luminescence, HEK293 lucGAA850 | 360,000 tested, 0.56% active | HEK293 lucGAA850 FXN promoter luciferase reporter, 24 h; percent of 10 µM SAHA response | activation, % at 6 µM;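 active means activation above the average of all compounds screened plus 3 SD, cutoff fixed separately per campaign, cut at about 7.5% in these data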;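 further: 0% = DMSO wells and 100% = 10 µM SAHA wells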
# * marks the source's active call; other numbers are inactive results. Not all compounds are listed (hit frequency here may not be typical).
SMILES,GAA850 FXN act
O=C1CCN(Cc2nnnn2CC2CCCO2)c2ccccc2N1 (stereo unspecified),1.6
Oc1ccc2c(c1)c1c3n2CCNC3CCC1 (stereo unspecified),-0.2
O=S(=O)(Nc1nc2ccccc2[nH]1)c1ccc2ccccc2c1,-0.9
COc1cccc(C(=O)Nc2cccc(OCC(=O)O)c2)c1,4.5
COCCn1c(SCC(=O)c2c[nH]c3ccccc23)nnc1-c1ccncc1,1.1
Cc1nc2c(Br)c3nc(C(F)(F)F)[nH]c3c(Br)c2[nH]1,-1.8
O=C(c1ccc(OC(F)(F)F)cc1)c1ncc[nH]1,6.7
O=C(O)c1ccc(-c2sc(Nc3ccccc3)n[n+]2-c2ccc(F)cc2)cc1,-0.9
COc1ccc(CNC(=O)C2CCCN(c3ncnc4c3nc3n4CCCCC3)C2)cc1 (stereo unspecified),-0.8
CC(=O)c1sc(NC(=O)c2ccco2)nc1-c1ccccc1,2.8
CCCNC(=O)c1cc(S(=O)(=O)N2CCCCC2)c[nH]1,0.8
COc1cc2[nH]c3c(N4CCN(c5ccccn5)CC4)ncnc3c2cc1OC,-7.4
CC(=O)Nc1ccc(S(=O)(=O)NCCC(=O)OCc2nc(N)nc(Nc3ccccc3C)n2)cc1,2.0
C=CCn1c(Cc2c[nH]c3ccccc23)nnc1SCC(=O)NCc1ccccc1,-2.8
COCCNC(=O)C1CCCN(Cc2ccccc2-c2ccccc2)CC1 (stereo unspecified),1.0

# 2 neighbouring entries out of the list so far, quoted:
SMILES,GAA850 FXN act
Oc1ccc2c(c1)c1c3n2CCNC3CCC1 (stereo unspecified),-0.2
O=S(=O)(Nc1nc2ccccc2[nH]1)c1ccc2ccccc2c1,-0.9

# Following part:
SMILES,GAA850 FXN act
COc1ccc(N2CCN(C(=O)CCCCCn3c(=S)[nH]c4cc5c(cc4c3=O)OCO5)CC2)cc1,0.6
Cc1cccc(CC(=O)NCC2CCCCC2)c1,4.2
CC(C)(C)c1cc(CCC(=O)NCc2ccncc2)cc(C(C)(C)C)c1O,-0.3
Cc1cc2n(n1)C(c1c[nH]c3ccccc13)Nc1ccccc1-2 (stereo unspecified),4.3
Cc1oc(-c2cccc(Cl)c2)nc1CN1CCC(C(=O)NCCCN2CC(C)CC(C)C2)CC1 (stereo unspecified),-0.3
Cc1cccc(NC(=O)/C(=C\c2cccs2)NC(=O)c2ccccc2)c1,-1.2
CC(C)=CCC/C(C)=C/CNC(=O)C[C@H]1C[C@H](C(=O)N2CCCCC2)[C@@]2(C)c3[nH]c4cc(CCC(=O)N(C)C)ccc4c3CCN2C1=O,-2.3
c1ccc2c(C3CCO3)cccc2c1 (stereo unspecified),-0.9
Cc1noc(/C=C/c2ccc(-c3ccccc3Cl)o2)c1[N+](=O)[O-],0.6
CCCCCCN(C(=O)CCCN1C(=O)NC(c2ccc([N+](=O)[O-])cc2)C(C(=O)OCc2ccccc2)=C1C)C(C)C(=O)NCCCC (stereo unspecified),-2.4
Cc1ccc(NC(=O)CCN2C(=O)c3ccccc3C2=O)cc1C,0.4
C=CC1CN(C(=O)OCC(Cl)(Cl)Cl)C2CC3c4ccc(OC)cc4NC3C3CC1C2CO3 (stereo unspecified),0.3
CCCCC(=O)Nc1nnc(/C=C/c2ccc(OC)cc2)s1,0.5
CCN(CC(=O)Nc1cc(Cl)ccc1C)C(=O)c1ccc(N2CCCC2=O)cc1,0.3
C[N+](C)(CCCCCC[N+](C)(C)CCCN1C(=O)c2cccc3cccc(c23)C1=O)CCCN1C(=O)c2cccc3cccc(c23)C1=O,0.1

# Part of the list above in order of length of the SMILES, lowest first.
SMILES,GAA850 FXN act
c1ccc2c(C3CCO3)cccc2c1 (stereo unspecified),-0.9
Oc1ccc2c(c1)c1c3n2CCNC3CCC1 (stereo unspecified),-0.2
O=C(c1ccc(OC(F)(F)F)cc1)c1ncc[nH]1,6.7
COc1cccc(C(=O)Nc2cccc(OCC(=O)O)c2)c1,4.5
CC(=O)c1sc(NC(=O)c2ccco2)nc1-c1ccccc1,2.8
CCCNC(=O)c1cc(S(=O)(=O)N2CCCCC2)c[nH]1,0.8
Cc1ccc(NC(=O)CCN2C(=O)c3ccccc3C2=O)cc1C,0.4
O=S(=O)(Nc1nc2ccccc2[nH]1)c1ccc2ccccc2c1,-0.9
Cc1cc2n(n1)C(c1c[nH]c3ccccc13)Nc1ccccc1-2 (stereo unspecified),4.3
Cc1nc2c(Br)c3nc(C(F)(F)F)[nH]c3c(Br)c2[nH]1,-1.8
COCCn1c(SCC(=O)c2c[nH]c3ccccc23)nnc1-c1ccncc1,1.1
COc1cc2[nH]c3c(N4CCN(c5ccccn5)CC4)ncnc3c2cc1OC,-7.4
C=CCn1c(Cc2c[nH]c3ccccc23)nnc1SCC(=O)NCc1ccccc1,-2.8
CCN(CC(=O)Nc1cc(Cl)ccc1C)C(=O)c1ccc(N2CCCC2=O)cc1,0.3
C=CC1CN(C(=O)OCC(Cl)(Cl)Cl)C2CC3c4ccc(OC)cc4NC3C3CC1C2CO3 (stereo unspecified),0.3
CC(=O)Nc1ccc(S(=O)(=O)NCCC(=O)OCc2nc(N)nc(Nc3ccccc3C)n2)cc1,2.0
C[N+](C)(CCCCCC[N+](C)(C)CCCN1C(=O)c2cccc3cccc(c23)C1=O)CCCN1C(=O)c2cccc3cccc(c23)C1=O,0.1

# Next entries follow.
SMILES,GAA850 FXN act
CCOc1cccc2c1OC(c1cc(OC)c(OC)c(OC)c1)N1N=C(c3ccc(C)o3)CC21 (stereo unspecified),2.4
CCCc1nn(C)c(C(=O)Nc2ccc(CC)cc2)c1Cl,1.3
CSc1ccc(CCNC(=O)c2cccc3c2C(=O)N(C2CCCCC2)C3)cc1,0.5
COC(=O)c1sccc1NC(=O)c1ccc(C#N)cc1,0.8
CCOCCCNC(=S)NCCNc1nc2c(C)cccc2cc1C#N,2.3
Cc1cccc(NC(=O)CSCc2cc(=O)n3ccsc3n2)c1C,1.1
CCNC(=O)Nc1cc(S(=O)(=O)Nc2ccc(OC)cc2)ccc1N1CCOCC1,-2.8
Cn1c(=O)[nH]c(=O)c2c1nc(N1CCCCCC1)n2CCSc1nc2ccccc2o1,0.9
C[C@H]1COC2=C1C(=O)C(=O)c1c2ccc2c1CCCC2(C)C,-2.5
Cc1nn(-c2nc3ccccc3s2)c(C)c1Oc1ccccc1O,-6.8
Cc1c(NC2(C#N)CCCC2)c(=O)n(-c2ccccc2)n1C,-1.3
CSc1ccc(-c2sc(Nc3ccccc3)n[n+]2-c2ccccc2)cc1,2.9
CC(C)(O)C(=O)NN(C(=O)c1ccccc1)c1ccc2ccccc2c1,1.5
CC(=O)N1c2ccccc2C2(O)N=C(C)SC12 (stereo unspecified),2.2
CC1CC(C)CN(S(=O)(=O)c2ccc3c(c2)CCN3C(=O)CCC(=O)O)C1 (stereo unspecified),0.9
O=c1cc(N2CCN(c3ccccc3)CC2)[nH]c(=O)n1-c1ccccc1,1.3
COc1ccc(N(CC(=O)NCc2ccco2)S(=O)(=O)c2ccc(C)cc2)cc1,-2.7
COc1cccc(C(c2sc3nc(C)nn3c2O)N2CCN(c3ccccc3F)CC2)c1 (stereo unspecified),0.1
Cc1cc(OC(C)C(=O)N(Cc2ccco2)C2CCS(=O)(=O)C2)cc(C)c1Cl (stereo unspecified),2.5
CCCc1nc(SCC(=O)N2CCCc3ccccc32)c2c(=O)n(C)c(=O)n(C)c2n1,-2.1
Clc1cccc(CSC2=NCCCN2)c1,-1.2
Cc1ccc2nc(N(CCN(C)C)C(=O)c3ccc4ccccc4c3)sc2c1,-0.2
COc1ccc2cc1Oc1ccc(cc1)CC1c3c(cc(OC)c4c3Oc3cc5c(cc3O4)CCNC5C2)CCN1C (stereo unspecified),-4.2
c1ccc(-c2noc(-c3ccc4ccccc4c3)n2)nc1,-15
Cc1cc(N2C(=O)C=CC2=O)c([N+](=O)[O-])cc1C,-0.7
CC(C)n1cnc2c(NCc3ccccc3)cc(N[C@H](C)CO)cc21,-13
Clc1cccc(-c2ccc(C3Nc4cccc5cccc(c45)N3)o2)c1,1.7
Cc1nc([N+](=O)[O-])cn1CC(=O)c1ccc(OC(F)(F)F)cc1,0.8
NC(=O)C1CCN(CC(O)CSc2ccc(F)cc2)CC1 (stereo unspecified),-1.1
COC(=O)C1=C(C)NC2=C(C(=O)CC(C)(C)C2)C1c1cn(Cc2ccc(Br)cc2)nc1-c1ccccc1 (stereo unspecified),0.0
CCCN(CC(=O)Nc1ccccc1OC)C(=O)Cc1ccc2c(c1)CCC2,-2.4
CCCS(=O)(=O)NC(=O)C1(C)CCCN(C(=O)c2ccc(F)cc2Cl)C1 (stereo unspecified),1.5
CC(C)CC(=O)NC(c1cccs1)c1ccc2cccnc2c1O (stereo unspecified),-5.3
COc1ccc2c(c1)OC[C@H]1[C@H]2N2C(=O)c3cc(C)ccc3NC(=O)[C@@]2(C)[C@H]1c1ccccc1,-11
CN(C(=O)c1ccncc1)c1nnc(-c2ccncc2)s1,-1.3
OC(CN1CCN(c2ccc(C(F)(F)F)cn2)CC1)c1ccccc1 (stereo unspecified),0.4
CCOC(=O)C1CCCN(C(=O)Cn2ncc3c(=O)oc4ccc(C)cc4c32)C1 (stereo unspecified),2.3
CCOc1ccc2nc(N3CCC(C(=O)N4CCN(c5ccccn5)CC4)CC3)sc2c1,-3.0
O=C(O)c1cccc(NS(=O)(=O)c2ccc(C3CCCCC3)cc2)c1,-0.5
Cc1cc(C(=O)COC(=O)c2cc(O)c3ccccc3c2O)c(C)n1CC1CCCO1 (stereo unspecified),0.5
Oc1ccc(CN2CCN(c3ccccc3)CC2)c2cccnc12,-0.2
Cc1cc(C)c2nc(-c3ccccn3)cc(C(=O)Nc3ccc(S(=O)(=O)Nc4onc(C)c4C)cc3)c2c1,-0.4
COc1ccc(/C=C/c2ccncc2)c2ccccc12,-1.5
O=C(CN1CCOCC1)Nc1ccc(Cl)c(Cl)c1,1.8
COC1=CC(=O)c2ccccc2C1=O,-0.5
O=C(N/N=C(\c1ccccc1)c1ccccn1)c1cccc([N+](=O)[O-])c1,3.5
Nc1ncnc2c1ncn2C1C=C(CO)C(O)C1O (stereo unspecified),-8.0
COC(=O)c1c(C)c(OC(=O)c2c(C)cc(O)c(C=O)c2O)cc(C)c1O,0.0
C#CCn1cnc2c(oc3ccccc32)c1=O,4.8
S=c1nn[nH]n1C12CC3CC(CC(C3)C1)C2,2.2
CC1=NN(c2nc(-c3ccc(F)cc3)cs2)C(=O)C1,-0.2
Cc1ccc(OCCC(=O)N(CCC(C)C)c2c(N)n(Cc3ccccc3)c(=O)[nH]c2=O)cc1,-0.3
O=C(O)c1ccc(-c2nc(-c3ccc(Cl)c(Cl)c3)cs2)cc1,3.3
COc1cccc(C2c3c(oc4cc(C)c(C)cc4c3=O)C(=O)N2CCCN(C)C)c1 (stereo unspecified),0.7
CCCCCNC(=O)C(C#N)c1nc2ccccc2nc1N1CCCC1 (stereo unspecified),-3.1
C=CCN1C(=O)[C@@H]2Cc3c([nH]c4ccccc34)C(c3ccc(O)cc3)N2C1=S (stereo partly specified),-6.3
Cc1cc(Cl)cc2sc(NC(=O)c3ccco3)nc12,1.8
COc1ccc(NC(=O)C2CC2)cc1OC1CCCC1,-1.0
CCNC(=O)C1CCCN1C(=O)C(CCCN=C(N)N)NC(=O)C(CC(C)C)NC(=O)C(Cc1cn(Cc2ccccc2)cn1)NC(=O)C(Cc1ccc(O)cc1)NC(=O)C(CO)NC(=O)C(Cc1c[nH]c2ccccc12)NC(=O)C(Cc1cnc[nH]1)NC(=O)C1CCC(=O)N1 (stereo unspecified),1.3
CC[C@@H]1C(c2cccc(Cl)c2)=NN(c2ccc(Br)cc2)[C@H]1C(=O)N1CCOC1=O,1.5
# Other entries
SMILES,GAA850 FXN act
CCc1ccc(-c2cc(C(F)(F)F)n3nc(C(=O)Nc4c(C)nn(Cc5ccccc5C)c4C)cc3n2)s1,-0.9
Fc1ccccc1-c1n[nH]c(=S)n1Cc1ccccc1,1.8
O=C(C[C@@H]1C/C=C\C[C@H](NC(=O)OCC2c3ccccc3-c3ccccc32)C(=O)OC[C@H]2CCCN2C1=O)NCCO,-1.1
CN(C)CC(CCC(CN(C)C)C(=O)c1ccccc1)C(=O)c1ccccc1 (stereo unspecified),-17
O=C(c1cnc2n(c1=O)CCS2)N1CCN(c2ccc(Cl)c(Cl)c2)CC1,0.2
O=C1OCCN1c1c(-c2ccccc2)c(-c2cccs2)nc2c(-c3ccccc3)cccc12,1.1
C=Cc1ncc(OC)c2c1[nH]c1ccccc12,-0.1
O=C1C(=O)N(c2ccccn2)C(c2cccc(F)c2)/C1=C(/O)c1ccccc1 (stereo unspecified),-1.6
O=C(NCCc1ccccc1)c1ccc2nc(-c3ccco3)c(-c3ccco3)nc2c1,-1.7
Cc1ccc(S(=O)(=O)Nc2c(NC3CCCCC3)c3ccccc3oc2=O)c(C)c1,-1.3
COc1ccc(-c2cn3c(C)c(C(=O)N4CCc5ccccc5C4)sc3n2)cc1,-0.5
[O-]/[N+](=C/c1ccc(F)cc1)c1ccc(Cl)cc1,2.8
CCOC(=O)c1[nH]c(C)c(C(=O)Nc2ccc(C)cc2C)c1C,-4.2
CC(=O)N1[C@H](C)C=C[C@]1(Cc1ccccc1)C(=O)NCCc1c[nH]c2ccccc12,-2.7
Cc1ccc(C)n1-c1ccc(C(=O)NCc2cccnc2)cc1,0.7
COc1ccc(NS(=O)(=O)c2cc3c4c(c2)CCN4C(=O)CC3)cc1OC,1.7
CC(C)C[C@@H](CN)NC(=O)c1nc[nH]c1C(=O)N[C@@H](CC(C)C)C(=O)CNC[C@H](C)NC(=O)c1nc[nH]c1C(=O)N[C@@H](CC(C)C)C(=O)O,2.1
C#CCOCCOCCOCCNc1nc(N2CCN(C(=O)[C@H]([C@@H](C)CC)n3cc([C@@H](N)Cc4ccc(O)cc4)nn3)CC2)nc(N2CCN(C(=O)[C@H](CCCCN)n3cc([C@@H](N)C(C)CC)nn3)CC2)n1 (stereo partly specified),1.9
O=C(O)c1ccccc1-c1ccc(/C=c2\sc3nc4cc(Br)cnc4n3c2=O)o1,1.6
Cc1cc2[nH]c(=O)c(=O)[nH]c2cc1S(=O)(=O)NC1CCCCC1C (stereo unspecified),1.9
O=C(Nc1ccc2c(c1)OCO2)C1CCCN(S(=O)(=O)c2cccs2)C1 (stereo unspecified),0.8
COc1cccc2cc(C(=O)C3=C(O)C(=O)N(Cc4ccco4)C3c3cccnc3)oc12 (stereo unspecified),-0.6
